# Tb PFK block: blocks T. brucei phosphofructokinase; O15648; T. brucei PFK, ADP-Glo luminescence; AID 485367; Potency, µM (highest dose often 57.5 µM), without a hit: at the highest dose activity, negative = inhibition, actives largely listed as inhibitors; hit rate 0.17% among 330,000;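 further: potency means the concentration at half of the fitted maximal effect; 0% = uninhibited 1x PFK enzyme wells and -100% = no-enzyme wells; nearly all actives have a fitted effect of over 60% in size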
#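 Compounds were pin-transferred as a titration series up to 57 uM into substrate buffer (0.5 mM F6P, 0.1 mM ATP, pH 8.0), then 1.25 nM PFK was added and reactions ran 45 min before ADP-Glo detection.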
# a7 integrin act: activates integrin-mediated alleviation for muscular dystrophy. Potency, µM (series often up to 38.3 µM), without a hit: at the highest dose activation, actives largely listed as activators. alpha7betagal myoblasts, beta-gal FDG fluorescence, 48 h. AID 624291. hit rate 0.064% among 350,000;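 further: potency means the concentration at half of the fitted maximal effect; 100% = response of the positive control SU9516; nearly all actives have a fitted effect of over 60% in size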
#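 Alpha7betagal+/- myoblasts (passage 13) were plated 16-24 hr, then exposed to compounds (1:260 dilution of DMSO stock) for 48 hours at 37C. After MPER lysis, β-galactosidase reporter activity was read as FDG fluorescence (ex 480/em 540) after 30 minutes.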
# FBPA coupling cs: counter-screen for Giardia aldolase inhibitors: coupling enzyme system; hit rate 0.67% among 290,000; AID 2472; activity change, negative = inhibition, % at 58.2 µM, hits read low; coupling enzyme system counterscreen, AmpLite Red fluorescence; in the data active means activity change below about -30%; further: on the % scale 0 is the no-effect control and ±100 the full control effect
#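 Counterscreen lacking aldolase: glyceraldehyde-3-phosphate coupling-enzyme reagent preincubated 10 min at RT with compound (at 57.5 uM final), then substrate/coupling system with AmpLite Red added; fluorescence read at 525/598 nm after 20 min RT.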
# Chronic BCR inh: blocks chronic active B-cell receptor signaling; ABC-DLBCL IkBa-CBG/CBR reporter, luminescence ratio, 4 h; Potency, µM (highest dose often 46.1 µM), inactives show at the top dose ratio change, negative = lower green/red ratio, hits mostly inhibitors; hit rate 0.05% among 340,000; AID 493014; active means well fitted inhibition curve with a large enough effect in the signal ratio, with a control signal flat, not every such curve was filed as active; inconclusive means small, poorly fitted or top-dose-only effect, or effect the other way, or a change in a side signal; the % refers to the signal ratio;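 further: potency means the concentration at half of the fitted maximal effect; plate controls were basal doxycycline-induced cells for no effect and cells given 10 µM MG132 for full effect; MG132 reads +100%, hits lower the ratio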
#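 Compounds up to 46 uM were incubated four hours with TMD8 cells whose green CBG68 luciferase is fused to IkappaBalpha; red CBR luminescence normalised the signal, and concentration-effect curves were fitted to fusion, red and ratio data.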
# PKM2 act: increases activity of human pyruvate kinase M2 | P14618 | hit rate 0.34% among 260,000 | Potency, µM (highest dose often 57.5 µM), for the others: top-dose activation, most hits filed as activators | purified PKM2, Kinase-Glo ATP luminescence, activation; response scale: 0% is enzyme alone, no compound; further: potency means the concentration at half of the fitted maximal effect; on the % scale 0 is the no-effect control and ±100 the full control effect; nearly all actives have a fitted effect of over 55% in size
# Target sequence (P14618 whole entry, looked up): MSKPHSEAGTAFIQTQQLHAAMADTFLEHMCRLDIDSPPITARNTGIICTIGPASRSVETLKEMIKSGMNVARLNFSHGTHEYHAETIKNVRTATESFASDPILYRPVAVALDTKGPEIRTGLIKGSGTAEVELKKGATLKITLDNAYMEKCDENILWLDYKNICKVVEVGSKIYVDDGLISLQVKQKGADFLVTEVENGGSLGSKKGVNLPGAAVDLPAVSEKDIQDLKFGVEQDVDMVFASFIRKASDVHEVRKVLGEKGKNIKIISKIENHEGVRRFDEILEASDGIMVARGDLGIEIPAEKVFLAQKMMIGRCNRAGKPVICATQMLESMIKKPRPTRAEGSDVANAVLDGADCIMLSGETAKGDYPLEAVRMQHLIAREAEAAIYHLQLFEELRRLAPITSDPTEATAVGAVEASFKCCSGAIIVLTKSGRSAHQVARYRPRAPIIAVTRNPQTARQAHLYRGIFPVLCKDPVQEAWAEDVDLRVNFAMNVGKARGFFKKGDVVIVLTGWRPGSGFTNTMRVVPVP
#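 ATP formation by purified human PK-M2, quantified via coupled luciferase luminescence after 1 h at room temperature with 0.1 mM ADP and 0.5 mM PEP final.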
# S-ASM inh: human S-ASM enzyme inhibition; hit rate 0.006% among 340,000; Potency, µM (titrated, usually from 57.5 µM), for the others: top-dose activity change, negative = inhibition, most hits filed as inhibitors; AID 504937; placental ASM, HMU-PC fluorogenic substrate, 60 min; further: potency means the concentration at half of the fitted maximal effect
#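 qHTS format. ASM enzyme prepared from human placenta hydrolyses the fluorogenic substrate HMU-PC0 (9 uM final) over 60 min at 37 °C after a 10 min compound preincubation.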
# Menin MLL FP TR: displaces Texas Red mutant MLL peptide from human menin | O00255 | Menin + Texas Red MLL mutant peptide, fluorescence polarization | hit rate 0.23% among 270,000 | AID 1768 | Potency, µM (top dose mostly 61.6 µM), without a hit: at the highest dose FP activity change, negative = inhibition, hits mostly inhibitors; active means well fitted inhibition curve with a large enough effect in the polarisation, with a control signal flat, not every such curve was filed as active; inconclusive means small, poorly fitted or top-dose-only effect, or effect the other way, or a change in a side signal; inactive means no such curve, though single readings can be large or run the other way; the % refers to the polarisation; further: potency means the concentration at half of the fitted maximal effect; % of control where 0% means no effect; many of its hits are not listed in these tables
# B2AR arrestin: agonists driving beta-arrestin recruitment to human beta2-adrenergic receptor; P07550; beta-arrestin recruitment to beta2AR, cell-based reporter; Potency, µM (series often up to 46.1 µM), without a hit: at the highest dose activation, actives largely listed as activators; hit rate 0.02% among 330,000; AID 492947;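 further: potency means the concentration at half of the fitted maximal effect; 0% = DMSO controls and full agonism = EC100 isoproterenol or metaproterenol; nearly all actives have a fitted effect of over 65% in size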
# Target sequence (P07550 whole entry, looked up): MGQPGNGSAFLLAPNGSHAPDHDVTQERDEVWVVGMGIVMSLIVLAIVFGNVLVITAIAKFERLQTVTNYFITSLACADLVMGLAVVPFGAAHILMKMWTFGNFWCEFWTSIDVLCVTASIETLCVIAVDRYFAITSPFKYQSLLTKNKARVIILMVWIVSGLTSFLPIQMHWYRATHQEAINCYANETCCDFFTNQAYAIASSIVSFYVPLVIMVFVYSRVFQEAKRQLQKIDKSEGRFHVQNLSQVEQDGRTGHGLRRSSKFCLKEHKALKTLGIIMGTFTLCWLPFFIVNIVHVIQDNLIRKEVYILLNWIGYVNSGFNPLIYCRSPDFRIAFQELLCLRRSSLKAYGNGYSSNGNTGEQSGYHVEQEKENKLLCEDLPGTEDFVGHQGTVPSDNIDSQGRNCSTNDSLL
# Giardia killer: kills Giardia lamblia; Giardia lamblia trophozoite viability; activity change, % at 7.66 µM, hits read low; hit rate 0.15% among 340,000; in the data active means activity change below about -80%; inconclusive means between about -30% and that limit;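 further: parasites exposed to compound for two days anaerobically before the ATP read; on the % scale 0 is the no-effect control and ±100 the full control effect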
#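 ATP-content bioluminescence gauges trophozoite survival. Cells (100/well) receive compound and incubate anaerobically for 48 hrs at 37 deg C; detection reagent follows for 15-30 min at room temperature.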
# GALK inh: blocks human galactokinase activity | P51570 | Purified GALK, Kinase-Glo residual ATP luminescence | Potency, µM (doses to about 57.5 µM), for the others: at the top dose activity change, negative = inhibition, usual class: inhibitors | hit rate 0.007% among 270,000 | AID 1868; further: potency means the concentration at half of the fitted maximal effect; on the % scale 0 is the no-effect control and ±100 the full control effect
#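 ATP-depletion format; final 35 uM ATP, 100 uM D-galactose, 5 nM enzyme; pH 8.0 HEPES/Mg2+ buffer; 60 min RT; luminescence read 10 min after detection reagent.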
# PTAP TSG101 blk: blocks PTAP/TSG101 interaction to inhibit HIV-1 budding; Q99816; Fluorescence polarization, FITC-PTAP peptide / Tsg101 binding; Potency, µM (top dose mostly 115 µM), without a hit: at the highest dose activity change, negative = inhibition, actives largely listed as inhibitors; 340,000 tested, under 10 active; active means well fitted inhibition curve with a large enough effect in the main read-out, with a control signal flat, not every such curve was filed as active; inconclusive means small, poorly fitted or top-dose-only effect, or effect the other way, or a change in a side signal; inactive means no such curve, though single readings can be large or run the other way; further: potency means the concentration at half of the fitted maximal effect; % of control where 0% means no effect
#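 Steps: Tsg101 binding domain dispensed (10 uM final), compounds pinned in DMSO, FITC-labeled PTAP-motif peptide added (50 nM final); after 20 min binding at room temperature, polarization measured.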
# * = called active by the depositor; ? = inconclusive; nt = not tested or not shown; [ ] = remark or other dose. Unless noted, the call rests on the fitted dose curve; in most records, active means well fitted curve in the direction sought with a large enough effect; inconclusive means small, poorly fitted or top-dose-only effect, or another doubt; inactive means no such curve, though single readings can be large; an effect the other way counts as inactive or inconclusive. This is a subset; the hit share may differ from the screen's.
molecule,Tb PFK block,a7 integrin act,FBPA coupling cs,Chronic BCR inh,PKM2 act,S-ASM inh,Menin MLL FP TR,B2AR arrestin,Giardia killer,GALK inh,PTAP TSG101 blk
c1ccc(-c2nnc(NC3=NCCC3)o2)cc1,-9%,11%,-1,?,-28%,7%,-3%,0.0%,-16,3%,0%
Cc1cc(Cl)ccc1OC(C)C(=O)NCCCCc1ccccc1 (stereo unspecified),0%,-10%,-2,-7%,0%,-1%,nt,-0.3%,14,-4%,-4%
CS(=O)(=O)N1CCC(C(=O)NCc2ccc(F)cc2Cl)CC1,-9%,4%,0,?,6%,6%,12%,0.3%,-4,-1%,-6%
CCCCCn1c(CCC(=O)Oc2ccccc2OC)nc2c1c(=O)[nH]c(=O)n2CCCC,5%,-5%,-2,?,4%,-5%,?,0.2%,9,0%,-1%
COc1ccc(-c2[nH]ncc2CN(C)Cc2nonc2C)c(OC)c1,-3%,13%,3,?,1%,-1%,16%,-0.9%,6,-1%,-6%
COc1ccc(N2CC(O)=C(c3nc(-c4ccc(Br)cc4)cs3)C2=N)cc1,2%,6%,2,5%,5%,1%,-17%,0.2%,3,-7%,3%
COC(=O)c1sc2nc(-c3ccco3)ccc2c1N,3%,7%,3,14%,-3%,81%[activator],?,0.1%,?,1%,3%
CN(/N=C/C=C/c1ccccc1)c1cc(=O)n(C)c(=O)[nH]1,-2%,-2%,-20,10%,-5%,0%,-7%,-1.1%,0,0%,-3%
O=C(COc1cccc(Cl)c1)N/N=C\c1cc2ccccc2nc1Cl,-1%,-14%,1,?,0%,94%,1%,-0.8%,1,nt,-3%
COc1cc(NC(=O)c2ccco2)c(C(=O)OCC(=O)c2c[nH]c3ccccc23)cc1OC,0%,-25%,1,0%,3%,-1%,?,7.2%,-4,0%,-4%
CCN1CCN(C(=O)c2cc3cc4ccc(OC)cc4nc3s2)CC1,2%,6%,3,7%,3%,113%[activator],-6%,0.0%,66[activator],0%,-6%
CC(=O)N1CCN(C(=O)c2ccc(Cl)c(S(=O)(=O)N3CCCC3)c2)CC1,1%,23%,nt,1%,nt,-2%,nt,-0.1%,20,nt,-5%
Cc1nn(-c2ccccn2)c2nc(-c3cccs3)cc(C(=O)NCc3ccco3)c12,-1%,13%,-2,17%,13%,80%[activator],3%,3.1%,-8,0%,-3%
O=C(NCC(=O)N1CCN(c2ncccn2)CC1)c1ccccc1F,6%,1%,nt,-9%,nt,-2%,nt,0.2%,-16,nt,-1%
COc1ccc(Cc2nnc(N/N=C/c3ccc(O)cc3O)[nH]c2=O)cc1OC,6%,-25%,-2,?,-5%,-4%,?,-0.5%,1,0%,-1%
Cc1cc(Cl)ccc1OCC(=O)NNC(=O)C1CSC2(C)CCC(=O)N12 (stereo unspecified),-1%,-1%,nt,-5%,nt,2%,nt,-0.2%,4,nt,-4%
Cc1c(-n2cc(C(=O)c3cc(Cl)ccc3O)cc(C#N)c2=O)c(=O)n(-c2ccccc2)n1C,-2%,19%,3,2%,1%,6%,4%,-3.9%,-12,-2%,-3%
CCOC(=O)C1(Cc2cccc(OC)c2)CCN(Cc2ccon2)CC1,0%,5%,0,0%,6%,0%,nt,0.4%,-16,0%,1%
S=C(NC1CC1)NC1CCCc2ccccc21 (stereo unspecified),-5%,-8%,1,?,-2%,8%,0%,-0.1%,-13,-1%,3%
Cn1c(SCc2ccc(Br)cc2)nnc1-c1ccccn1,1%,8%,-3,?,5%,-2%,nt,-0.3%,30[activator],-2%,2%

# As a short view, part of the list above.
molecule,Tb PFK block,a7 integrin act,FBPA coupling cs,Chronic BCR inh,PKM2 act,S-ASM inh,Menin MLL FP TR,B2AR arrestin,Giardia killer,GALK inh,PTAP TSG101 blk
c1ccc(-c2nnc(NC3=NCCC3)o2)cc1,-9%,11%,-1,?,-28%,7%,-3%,0.0%,-16,3%,0%
Cc1cc(Cl)ccc1OC(C)C(=O)NCCCCc1ccccc1 (stereo unspecified),0%,-10%,-2,-7%,0%,-1%,nt,-0.3%,14,-4%,-4%
CS(=O)(=O)N1CCC(C(=O)NCc2ccc(F)cc2Cl)CC1,-9%,4%,0,?,6%,6%,12%,0.3%,-4,-1%,-6%
CCCCCn1c(CCC(=O)Oc2ccccc2OC)nc2c1c(=O)[nH]c(=O)n2CCCC,5%,-5%,-2,?,4%,-5%,?,0.2%,9,0%,-1%
COc1ccc(-c2[nH]ncc2CN(C)Cc2nonc2C)c(OC)c1,-3%,13%,3,?,1%,-1%,16%,-0.9%,6,-1%,-6%
COc1ccc(N2CC(O)=C(c3nc(-c4ccc(Br)cc4)cs3)C2=N)cc1,2%,6%,2,5%,5%,1%,-17%,0.2%,3,-7%,3%
COC(=O)c1sc2nc(-c3ccco3)ccc2c1N,3%,7%,3,14%,-3%,81%[activator],?,0.1%,?,1%,3%
CN(/N=C/C=C/c1ccccc1)c1cc(=O)n(C)c(=O)[nH]1,-2%,-2%,-20,10%,-5%,0%,-7%,-1.1%,0,0%,-3%
O=C(COc1cccc(Cl)c1)N/N=C\c1cc2ccccc2nc1Cl,-1%,-14%,1,?,0%,94%,1%,-0.8%,1,nt,-3%
COc1cc(NC(=O)c2ccco2)c(C(=O)OCC(=O)c2c[nH]c3ccccc23)cc1OC,0%,-25%,1,0%,3%,-1%,?,7.2%,-4,0%,-4%
CCN1CCN(C(=O)c2cc3cc4ccc(OC)cc4nc3s2)CC1,2%,6%,3,7%,3%,113%[activator],-6%,0.0%,66[activator],0%,-6%
CC(=O)N1CCN(C(=O)c2ccc(Cl)c(S(=O)(=O)N3CCCC3)c2)CC1,1%,23%,nt,1%,nt,-2%,nt,-0.1%,20,nt,-5%
Cc1nn(-c2ccccn2)c2nc(-c3cccs3)cc(C(=O)NCc3ccco3)c12,-1%,13%,-2,17%,13%,80%[activator],3%,3.1%,-8,0%,-3%

# Another view of 2 compounds above.
CN(/N=C/C=C/c1ccccc1)c1cc(=O)n(C)c(=O)[nH]1
- Tb PFK block: -2%
- a7 integrin act: -2%
- FBPA coupling cs: -20
- Chronic BCR inh: 10%
- PKM2 act: -5%
- S-ASM inh: 0%
- Menin MLL FP TR: -7%
- B2AR arrestin: -1.1%
- Giardia killer: 0
- GALK inh: 0%
- PTAP TSG101 blk: -3%
COc1ccc(-c2[nH]ncc2CN(C)Cc2nonc2C)c(OC)c1
- Tb PFK block: -3%
- a7 integrin act: 13%
- FBPA coupling cs: 3
- Chronic BCR inh: ?
- PKM2 act: 1%
- S-ASM inh: -1%
- Menin MLL FP TR: 16%
- B2AR arrestin: -0.9%
- Giardia killer: 6
- GALK inh: -1%
- PTAP TSG101 blk: -6%

# Bioassay records (PubChem BioAssay)
